HT1080 IDH1KD tx = qHTS for induction of synthetic lethality in tumor cells producing 2HG: qHTS for the HT-1080-IDH1KD cell line; HT-1080 IDH1 knockdown viability, ATP luminescence, 48 h; Potency, µM (series often up to 46.1 µM), for the others: at the highest dose activity, negative = toxicity, hits mostly cytotoxic; 360,000 tested, 2% active;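 note: potency is the fitted concentration of half-maximal effect; 0% = DMSO wells and -100% = cell-free medium wells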
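Knockdown cells (IDH1KD HT-1080) received compounds 2 h after plating at 750 cells/well and were kept 48 h at 37 °C in 5% FBS RPMI. A CellTiter-Glo luminescence read gave % activity for curve fitting.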
MCF10A rereplic = A quantitative high throughput screen for small molecules that induce DNA re-replication in MCF 10a normal breast cells; MCF 10A DNA re-replication, Hoechst nuclear intensity, 48 h; Potency, µM (top dose mostly 46.1 µM), for the others: at the top dose activity, positive = re-replication, usual class: activators; 350,000 tested, 2.9% active; note: potency is the fitted concentration of half-maximal effect; % of control where 0% means no effect; nearly all actives have a fitted effect of over 50% in size
ATXN2 expr inh = Primary qHTS for Inhibitors of ATXN expression | 360,000 tested, 0.72% active | Potency, µM (series often up to 57 µM), for inactives: at the highest dose activity change, negative = inhibition, most hits filed as inhibitors | AID 1745845, 2022 | HEK-293 ATXN2-luciferase reporter, luminescence, 24 h; note: potency is the fitted concentration of half-maximal effect; % is set by controls: 0 for no effect and ±100 for the full control effect; nearly all actives have a fitted effect of over 55% in size
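ATXN2-luciferase reporter cells (luciferase flanked by upstream and downstream ATXN2 gene portions) were treated 24 h at 37 °C with compounds at up to 57 uM. SteadyGlo luminescence gave expression; GF-AFC fluorescence gave viability.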
S2 tox = Viability Counterscreen for Primary qHTS for Inhibitors of ATXN expression. S2 cells (HEK-293 line with an ATXN2-luciferase reporter) viability, CellTiter-Fluor protease fluorescence, 24 h. Potency, µM (doses to about 56.7 µM), hits mostly cytotoxic. 400,000 tested, 0.49% active. AID 651635, 2014; note: potency is the fitted concentration of half-maximal effect; nearly all actives have a fitted effect of over 40% in size
KB-3-1 tox = qHTS assay for MDR1-selective chemotherapeutics: Primary screen using the parental adenocarcinoma cell KB-3-1; Potency, µM (top dose mostly 46.1 µM), for inactives: at the highest dose activity change, negative = cytotoxic, actives largely listed as cytotoxic; KB-3-1 viability, CellTiter-Glo ATP luminescence, 72 h; AID 1347075, 2019; 400,000 tested, 1.4% active; note: potency is the fitted concentration of half-maximal effect; % is set by controls: 0 for no effect and ±100 for the full control effect; nearly all actives have a fitted effect of over 60% in size
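Cytotoxicity in the drug-sensitive parental line KB-3-1 was scored as loss of CellTiter-Glo luminescence following 72 h incubation with compound. Values come from curve fitting of normalized concentration-response data.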
IL-1B inflam inh = qHTS for Inhibitors of Inflammasome Signaling: IL-1-beta AlphaLISA Primary Screen; THP-1 LPS/ATP IL-1B secretion, AlphaLISA, 16 h; active compounds read low; activity change, % at 57.5 µM; AID 743279, 2014; 360,000 tested, 4.7% active; in the data active = activity change below about -50%; inconclusive = mostly about -30% to -49%; note: % is set by controls: 0 for no effect and ±100 for the full control effect
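THP-1 cells pretreated 1 hr with compounds (up to 57.5 uM final), then stimulated with LPS (250 ng/mL final) plus ATP (1.25 mM final); secreted IL-1B measured by AlphaLISA after 16 hr, decreased signal indicating inhibition.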
KB-V1 cytotox = qHTS assay for MDR1-selective chemotherapeutics: Primary screen using the drug-selected MDR subline cells KB-V1 | KB-V1 MDR cells viability, CellTiter-Glo, 72 h | Potency, µM (titrated, usually from 46.1 µM), without a hit: at the highest dose activity change, negative = cytotoxicity, most hits filed as cytotoxic | 400,000 tested, 3.4% active; note: potency is the fitted concentration of half-maximal effect; % is set by controls: 0 for no effect and ±100 for the full control effect; nearly all actives have a fitted effect of over 60% in size
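KB-V1, DMEM (no phenol red) + 10% FBS; cpd pin-transferred, titration series; 72 h, 37 degrees C; CellTiter-Glo, luminescence. Data normalized, curve-fit.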
HT1080-NT tox = qHTS for induction of synthetic lethality in tumor cells producing 2HG: qHTS for the HT-1080-NT fibrosarcoma cell line. Potency, µM (top dose mostly 46.1 µM), for the others: top-dose activity, negative = less viability, hits mostly cytotoxic. HT-1080-NT fibrosarcoma viability, CellTiter-Glo ATP luminescence, 48 h. 360,000 tested, 1.6% active;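 note: NT is the 2HG producing partner of a matched IDH1 knockdown line; potency is the fitted concentration of half-maximal effect; 0% = DMSO-treated cells and -100% = media-only wells without cells; nearly all actives have a fitted effect of over 55% in size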
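Fibrosarcoma NT cells, 750 per well in 5% FBS RPMI, were exposed to compound for 48 hours. Viability: CellTiter-Glo luminescence.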
SW480 rerep = A quantitative high throughput screen for small molecules that induce DNA re-replication in SW480 colon adenocarcinoma cells. Potency, µM (titrated, usually from 46.1 µM), for the others: top-dose re-replication activation, actives largely listed as activators. SW480 DNA re-replication, Hoechst DNA content imaging, 48 h. AID 624297, 2012. 340,000 tested, 1.8% active; note: potency is the fitted concentration of half-maximal effect; % of control where 0% means no effect; nearly all actives have a fitted effect of over 55% in size
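Readout is total intensity of Hoechst-stained nuclei, excited at 405 nm and collected at 500-530 nm. Compound treatment lasted 48 hr at 37 C in 5% CO2 before staining.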
The depositor's hits bear a star; i = inactive; u = inconclusive; x = not tested or not shown; & = joins results of further samples; ! = not active in a repeat; [ ] = dose if it differs, or a comment. Unless noted, calls come from the whole dose curve; as a rule, active = well fitted curve in the direction sought with a large enough effect; inconclusive = small, poorly fitted or top-dose-only effect, or another doubt; inactive = no such curve, though single readings can be large; an effect the other way counts as inactive or inconclusive.

mol	HT1080 IDH1KD tx	MCF10A rereplic	ATXN2 expr inh	S2 tox	KB-3-1 tox	IL-1B inflam inh	KB-V1 cytotox	HT1080-NT tox	SW480 rerep
CCNC(=O)CC1C(=O)N(c2ccc(F)cc2)C(=O)N1CCOC (configuration not stated)	x	x	7%	i	1%	x	-22%	x	x
Cc1[nH]c(=O)[nH]c(=O)c1N(C)C	12%	7%	x	i	1%	9	u	14%	12%
CCN(C(=O)COC(=O)c1cc(S(=O)(=O)N2CCOCC2)ccc1F)C1CCS(=O)(=O)C1 (configuration not stated)	2%	0%	-8%	u	9%	u	0%	1%	2%
COc1ccc(NS(=O)(=O)c2ccc(-n3nnc4ccccc43)c([N+](=O)[O-])c2)cc1	-29%	16%	-12%	i	-3%	24	0%	-24%	2%
COc1ccc(Cc2nc3ccc(C(=O)N(C)CC4COCCO4)cc3o2)cc1 (configuration not stated)	13%	4%	35%[activator]	i	4%	2	u	-1%	7%
CCn1c(=O)c2c(nc3n2CCS3)n(C)c1=O	2%	0%	-7%	i	2%	24	14%	-4%	-3%
CCCC(C(=O)NC(C)(C)C)N(CCN1CCOCC1)C(=O)CNS(=O)(=O)c1ccccc1 (configuration not stated)	4%	2%	-4%	u	12%	14	-2%	u	-6%
C=CCN(CC=C)C(=O)c1c(OC)cccc1OC	23%	-6%	3%	i	8%	3	19%	18%	1%
COc1ccc(NC(=O)CN(C)C(=O)C(NC(=O)c2ccco2)C(C)C)cc1 (configuration not stated)	3%	-4%	-5%	i	1%	4	-1%	-2%	-2%
CC(C)c1ccccc1NC(=O)Nc1ccc2c(c1)OCO2	1%	-12%	17%	i	-10%	6	-1%	-1%	-9%
CC1(C(=O)O)CCCN1C(=O)c1ccc(Cl)cc1Cl (configuration not stated)	u	x	8%	i	0%	3	2%	21%	x
CC(C)(C)S(=O)(=O)/C(C#N)=C/Nc1ccccn1	-10%	-1%	-8%	i	-9%	1	14%	3%	-7%
O=C(NNc1ncnc2c1cnn2-c1ccccc1)c1cccc(Cl)c1	x	x	6%	i	-20%	x	7%	x	x
Cc1ccc2c(c1)N(CCCC(=O)Nc1cccc(C(F)(F)F)c1)C(=O)CO2	-13%	10%	u	i	0%	-12	-1%	-17%	-11%
Cc1cc(-c2ccc(C)c(S(=O)(=O)NC(c3cccs3)C(C)C)c2)on1 (configuration not stated)	x	x	0%	i	-2%	x	3%	x	x
Cc1ccc(NC(=O)CSc2ccc(-c3cccnc3)nn2)cc1	0%	u	-7%	i	3%	-11	u	0%	0%
COc1cccc(C(=O)C2CCCN(C(=O)c3ccccc3Cl)C2)c1 (configuration not stated)	-9%	-1%	-6%	i	1%	8	-16%	-1%	-24%
Cc1cccc2c1N(CCCOc1ccccc1)C(=O)C2=O	0%	16%	-3%	i	-19%	-6	-14%	1%	-2%[9.22 µM]
COc1ccc(NC(=O)c2nc[nH]c2C(=O)N[C@@H](C)C(=O)OC(C)(C)C)cc1	12%	-5%	7%	i	3%	3	16%	11%	24%
CC(C)CCSc1nnc(N)s1	-3%	10%	x	i	2%	0	5%	-2%	u
COc1cc(C(=O)NCC(=O)n2nc(C)cc2C)cc(OC)c1OC	16%	5%	2%	i	-2%	16	16%	4%	-5%
O=C(O)C(Cc1ccc(O)c([N+](=O)[O-])c1)N1C(=O)c2ccccc2C1=O (configuration not stated)	26%	-1%	-13%	u	11%	-10	0%	10%	1%
CC1(C)Oc2ccc(C(=O)N3CCc4ccccc43)cc2N(CC(=O)N2CCCC2)C1=O	-8%	3%	-11%	i	23%	-11	11%	-12%	-4%
COc1cc(/C=C/[N+](=O)[O-])ccc1OCc1cccc(C(=O)O)c1	u	10µM*	28µM*	u	-13%	-97*	-12%	u	u
O=C(Nc1ccc(Br)cc1F)C1CC(=O)N(C2CCCCC2)C1 (configuration not stated)	4%	5%	2%	i	x	4	x	0%	-2%
O=C(C1CCC(CNc2c(N3CCCCC3)c(=O)c2=O)CC1)N1CCCC1 (configuration not stated)	0%	-2%	x	i	13%	-2	-4%	0%	0%
COc1ccc(C(=O)N(Cc2cc(OC)c(OC)c(OC)c2)c2ccccn2)cc1	x	x	2%	i	-2%	x	-26%	x	x
COc1ccc(-c2nc(CN3CCN(c4cc(C)nc(C)c4)CC3)c(C)o2)c2ccccc12	15µM*	16µM*	11µM*	u	u	-105*	-7%	13µM*	u
CCOC(=O)N1CCc2c(sc(NCc3cc(OC)c(OC)cc3OC)c2C(=O)Nc2ccc(OCC)cc2)C1	x	x	4%	i	2%	x	15%	x	x
COc1cc(NC(=O)CCC(=O)N2CCN(S(=O)(=O)c3ccc(C)cc3)CC2)cc(OC)c1	-4%	10%	3%	i	5%	-1	18µM*	-10%	10%

Pulled by compound from the list above:
mol	HT1080 IDH1KD tx	MCF10A rereplic	ATXN2 expr inh	S2 tox	KB-3-1 tox	IL-1B inflam inh	KB-V1 cytotox	HT1080-NT tox	SW480 rerep
CC1(C)Oc2ccc(C(=O)N3CCc4ccccc43)cc2N(CC(=O)N2CCCC2)C1=O	-8%	3%	-11%	i	23%	-11	11%	-12%	-4%
CCOC(=O)N1CCc2c(sc(NCc3cc(OC)c(OC)cc3OC)c2C(=O)Nc2ccc(OCC)cc2)C1	x	x	4%	i	2%	x	15%	x	x
O=C(O)C(Cc1ccc(O)c([N+](=O)[O-])c1)N1C(=O)c2ccccc2C1=O (configuration not stated)	26%	-1%	-13%	u	11%	-10	0%	10%	1%

Later entries
mol	HT1080 IDH1KD tx	MCF10A rereplic	ATXN2 expr inh	S2 tox	KB-3-1 tox	IL-1B inflam inh	KB-V1 cytotox	HT1080-NT tox	SW480 rerep
COc1cc(NC(=O)COC(=O)c2cnccn2)c(C)cc1[N+](=O)[O-]	-4%	4%	3%	i	-6%	22	16%	-4%	27%
CCOc1cc(N2CCOCC2)c(OCC)cc1NC(=O)C1CC(=O)N(c2ccc(C)cc2)C1 (configuration not stated)	0%	-6%	-14%	i	-12%	-4	-16%	-21%	-2%
CC1(C(=O)Nc2cccc3ccccc23)CCN1C(=O)C1(c2ccccc2)CCCC1 (configuration not stated)	-19%	x	7%	i	0%	18	4%	-4%	x
COc1ccc(-c2nn(-c3ccccc3)cc2/C=C/C(=O)N2CCOCC2)cc1OC	-13%	-13%	-13%	i	21%	u	-26%	-15%	-1%
O=C(NCc1ccccc1CN1CCCC1)C1CCN(S(=O)(=O)c2ccc(Cl)cc2)CC1	6%	u	-4%	i	-9%	-23	17%	21%[9.24 µM]	u
Cc1ccc(C2CC(=O)c3cnn(-c4nc(C)cc(C)n4)c3C2)cc1 (configuration not stated)	-10%	7%	-21%[11.3 µM]	i	10%	64	-20%	-7%	-2%
CCN(CC)C(=O)c1nc[nH]c1C(=O)N1CCN(c2ccccc2)CC1	-12%	43%	8%	i	u	43	-1%	-12%	-11%
O=C(Nc1cccc(Br)c1)c1ccc(Cl)c(S(=O)(=O)N2CCOCC2)c1	8%[9.24 µM]	18%	u	i	u	-96*	4.6µM*	7.1µM*	1%
Cc1cccc(-c2nc(C(N)=O)c3c(n2)n(-c2ccc4c(c2)OCO4)c(=O)n3C)c1	x	x	-15%	i	0%	x	0%	x	x
Cn1c(=O)c2cc(NC(=O)Cc3cccc4ccccc34)ccc2n1-c1ccccc1	u	x	-8%	i	u	30	u	u	x
O=C(CSc1nnc(-c2ccccc2Br)o1)Nc1nncs1	1%	0%	-21%	i	16%	-17	-17%	-3%	-7%
Cc1c(C)c2ccc(OC(C)C(=O)N3C[C@H]4C[C@@H](C3)c3cccc(=O)n3C4)c(C)c2oc1=O (some centres not stated)	9%	u	1%	i	0%	-2	4%	5%	-4%
CC(C)n1cnnc1SCC(=O)NCC(=O)Nc1ccc(F)cc1	11%	0%	8%	i	-15%	0	6%	6%	-9%
COc1ccccc1-c1noc(CCC(=O)NC2CCCC2)n1	8%	0%	3%	i	4%	30	11%	2%	-15%
Cc1cc(C)c(Cn2c(C(O)c3ccccc3)nc3ccccc32)c(C)c1 (configuration not stated)	x	x	u	u	u	x	u	x	x
COc1ccc(/C(C)=N/NC(=O)c2sccc2-n2cccc2)cc1	-1%	9%	2%	i	-2%	-24	7%	17%	12%
CCOC(=O)N1CCN(Cc2nc3ccc([N+](=O)[O-])cc3c(=O)n2-c2cccc(OC)c2)CC1	u	13%	x	x	5%	34	3%	2%	-12%
COc1cc2[nH]c3ccccc3c2cc1C	-2%	u	9%	i	1%	12	11%	12%	3%
CC1=CC(C)(C)NC(=S)N1c1ccc2ccccc2c1	7.1µM*!	5%&-7%	-18%&-2%	i	1%&-5%	11&3	6%&0%	5.6µM*	7%&3%
O=C(CNC(=O)c1ccc(Cl)cc1)NC(CO)c1ccccc1 (configuration not stated)	0%	-1%	-27%	u	8%	33	7%	6%	-5%
CCOC(=O)c1ccc(NC(=O)CC2C(=O)N(c3ccc(F)cc3)C(=O)N2CCC(C)C)cc1 (configuration not stated)	u	u	16%	i	21µM*	-17	u	5%[9.24 µM]	18%
COc1ccc(S(=O)(=O)N2CCN(C(=O)[C@H](Cc3ccccc3)NC(=O)c3ccco3)CC2)cc1	1%	-4%	45%[activator]	i	16%	-1	u	1%	-1%
COc1cccc(CNC(=O)C2CCN(S(=O)(=O)c3ccc4c(c3)CCC(=O)N4)CC2)c1	1%	0%	2%	i	0%	25	u	0%	-9%
COc1c2c(nc3occc13)C(CC=C(C)C)(OC)C(OC(C)=O)CC2 (configuration not stated)	1%	3%	-13%	i	-4%	34	-28%	0%	17%
